From PubChem BioAssay
NOD1 inhibition = NOD1 signaling inhibitors, primary screen, cell-based, luminescence, uHTS (AID 1578); one-dose inhibition, % at 4 µM; EC50 in µM for titrated hits; NOD1-driven NF-kB luciferase reporter cells, luminescence; higher % means a stronger effect; 290,000 tested, 1% active; in the data active = inhibition mostly above about 36%, no sharp cut-off; inactive = mostly below about 34%;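 note: HEK-293T reporter cells stimulated with the NOD1 agonist gamma-tri-DAP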
GPR55 activation = GPR55 agonists via beta-arrestin recruitment, primary screen, imaging, U2OS cells, beta-arrestin-GFP redistribution (AID 1961). U2OS GPR55 beta-arrestin-GFP redistribution imaging; higher % means a stronger effect. 290,000 tested, 0.048% active. activation, % at 10 µM, or EC50 in µM where a hit was titrated;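 active = activation above 40% with more than 50 cells counted in the well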;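 note: U2OS osteosarcoma cells stably expressing GPR55 and beta-arrestin-GFP; plate controls were DMSO negative control for no effect and LPI positive control for full effect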
P. falciparum M17LAP = P. falciparum M17LAP inhibitors, primary screen, biochemical, fluorogenic H-Leu-NHMec substrate, 1536-well (AID 1619); one-dose inhibition, % at 30 µM; IC50 in µM for titrated hits; recombinant M17LAP, H-Leu-NHMec fluorogenic kinetic assay; higher % means a stronger effect; 220,000 tested, 0.38% active;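 active = compound inhibiting the enzyme by more than half at any dose during confirmatory dose-response retesting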;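 note: plate controls were full reaction with DMSO carrier for no effect and no enzyme background for full effect; strong numbers were not always called active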
KOR beta-arrestin-1 = KOR antagonists, beta-arrestin recruitment, cell-based, luminescence, uHTS (AID 1778) | KOR beta-arrestin recruitment, luminescence, antagonist mode; higher % means a stronger effect | inhibition, % at 10 µM; hits with a dose series show IC50 in µM | 290,000 tested, 0.091% active; note: strong numbers were not always called active
Dynein cargo inh = dynein cargo transport inhibition | 220,000 tested, 0.47% active | AID 1381 | z-score, hits read low | 3617.4 mouse cells, GR-EGFP nuclear translocation imaging; test concentration mostly 20 µM; stimulated with dexamethasone, 1 µM; active compounds read low;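 active = plate z-score of nuclear minus cytoplasmic receptor signal below a set negative limit, without overly bright fluorescence or cell loss, cut at about -3.5 in these data, passing the limit was not always enough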;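 note: z-score of nuclear minus cytoplasmic ring GR-EGFP intensity difference per well; some compounds called inactive have numbers as strong as hits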
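Also added: dexamethasone, 1.0 µM final. Medium: tet-free, stripped-serum medium. Detection: fixed, Hoechst-stained cells imaged at 10x for EGFP. Read-out: nuclear-to-cytoplasmic GR-EGFP distribution per well. Times: induction 48 h, compound 1 h, agonist 30 min.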
HEK293 NOD2/NF-kB = NOD2 signaling inhibitors, cell-based, luminescence, uHTS, HEK293 (AID 1566). HEK293 NOD2/NF-kB luciferase reporter, luminescence; higher % means a stronger effect. inhibition, % at 4 µM, or EC50 in µM where a hit was titrated. 290,000 tested, 0.63% active; note: many of its hits are not listed in these tables
AID2073 = disruptors of CaV2.2 binding to Mint1 – biochemical, HTRF (AID 2073); one-dose inhibition, % at 20 µM; IC50 in µM for titrated hits; 290,000 tested, 0.19% active; HTRF protein-protein interaction, Mint1-CaV2.2; higher % means a stronger effect; in the data active = inhibition mostly above about 51%, no sharp cut-off; note: some results filed as inactive read as strong as hits
KOR beta-arrestin-2 = kappa opioid receptor activators – cell-based, luminescence, uHTS, primary screen (AID 1777); KOR beta-arrestin recruitment, luminescence; higher % means a stronger effect; one-dose activation, % at 10 µM; EC50 in µM for titrated hits; 280,000 tested, 0.02% active; in the data active = activation above about 50%, passing the limit was not always enough; note: a part of the inactive calls stands beside numbers as strong as those of hits
P. falciparum M1AAP = P. falciparum M1AAP inhibitors, biochemical, fluorogenic H-Leu-NHMec substrate, 1536-well (AID 1445). recombinant M1AAP, H-Leu-NHMec fluorogenic kinetic assay; higher % means a stronger effect. one-dose inhibition, % at 30 µM; IC50 in µM for titrated hits. 220,000 tested, 0.42% active;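 active = primary inhibition above the hit cutoff, then over 50% inhibition at one or more dose response concentrations, cut at about 23% in these data, passing the limit was not always enough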;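 note: plate controls were DMSO full reaction for no effect and no enzyme background for full effect; strong numbers were not always called active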
Dynein cargo inh cytoplasmic EGFP = second read-out of Dynein cargo inh, no call of its own (marks repeat the call); z-score; measured here: cytoplasmic GR-EGFP intensity; active compounds read high
Dynein cargo inh nuclear GR-EGFP = recorded beside Dynein cargo inh, whose call it bears; z-score; measured here: nuclear GR-EGFP intensity;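 lower value marks the stronger effect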
Dynein cargo inh cell count = further read-out of Dynein cargo inh, marked with its call; z-score; measured here: cell count per field
* = called active by the depositor; . = no result given; [ ] = dose if it differs, or a comment. Cut-off read from the data, not from the text of the source, unless noted: active = inhibition above about 50%; inactive = the rest.

SMILES	NOD1 inhibition	GPR55 activation	P. falciparum M17LAP	KOR beta-arrestin-1	Dynein cargo inh	Dynein cargo inh cytoplasmic EGFP	Dynein cargo inh nuclear GR-EGFP	Dynein cargo inh cell count	HEK293 NOD2/NF-kB	AID2073	KOR beta-arrestin-2	P. falciparum M1AAP
COc1ccc(CCNC(=O)c2c(Cl)ccc(Cl)c2OC)cc1OC	-23%	-0.1%	.	-78%[20 µM]	.	.	.	.	1%	-4%	0.9%	.
O=C(CSc1ccc(-c2ccccn2)nn1)N1CCCC1	-44%	-0.3%	2%	5%	0.075	-0.28	0.18	-0.29	-26%	11%	-1.7%	-1%
NC(=S)NNC(=O)c1cccc(Br)c1	6%	-0.3%	23%	20%	-0.64	-0.22	-0.23	1.3	12%	-10%	-6.8%	20%
COC(=O)C1=Cc2cc(OC)cc([N+](=O)[O-])c2OC1N1CCOCC1 (centres undefined)	-26%	-0.1%	.	8%	.	.	.	.	-4%	-10%	-2.3%	.
COc1ccc(/C=C2\SC(=S)N(CCC(=O)Nc3cccc(O)c3)C2=O)cc1OC	-10%	-0.1%	.	-44%	.	.	.	.	-3%	42%	-1.1%	.
COc1cc(C2c3[nH]c4ccccc4c3C[C@H]3C(=O)N(C4CC4)CC(=O)N23)ccc1OC(C)C (some centres undefined)	-9%	-0.1%	.	-14%	.	.	.	.	4%	-10%	2.0%	.
COc1cccc(-c2csc(NC(=O)Oc3ccccc3)n2)c1	.	-0.2%	15%	-22%	-0.09	-0.07	0.42	0.89	-12%	-16%	-3.0%	3%
COc1ccc(NC(=O)Oc2ccccc2)cc1Cl	-22%	-0.1%	.	-15%	.	.	.	.	7%	1%	-1.6%	.
Cc1nnc(-c2cccc(Br)c2)c2cn(-c3ccc(Br)cc3)nc12	16%	-0.1%	10%	-27%	-1.9	3.1	0.36	1.3	15%	8%	4.7%	10%
COc1ccc(C2(C(=O)NCCCN3CCOCC3)CCOCC2)cc1	-23%	-0.2%	5%	0%	1.2	-0.32	0.66	0.043	8%	-6%	4.5%	2%
NC(=O)c1cccc(S(=O)(=O)N2CCCCC2)c1	-4%	0.7%	2%	11%	-0.35	-0.027	0.36	-0.08	14%	1%	-4.3%	-6%
COCCNC(=O)COc1ccc(N(C)S(=O)(=O)c2ccc3ccccc3c2)cc1	4%	-0.1%	.	23%	.	.	.	.	11%	2%	-2.4%	.
COc1cccc(OC)c1C(=O)NCC12CC3CC(C1)CC(CNC(=O)c1c(OC)cccc1OC)(C3)C2	-17%	0.6%	.	24%	.	.	.	.	-2%	11%	1.2%	.
Cc1cccc(NC(=O)CCCSc2nc3ccccc3[nH]2)c1	27%	-0.3%	4%	-18%	-0.63	-0.15	-0.61	0.31	12%	-1%	20%	0%
CCc1ccccc1OCC(=O)NC1CCCC1	-29%	-0.1%	-9%	32%	2.5	-0.31	1	-0.86	-15%	-6%	3.8%	3%
Cc1ccc(CNC(=O)C(=O)NCC2OCCN2S(=O)(=O)c2cccs2)cc1 (centres undefined)	-33%	0.1%	-5%	-17%	-0.16	0.097	0.93	-0.34	16%	6%	0.3%	4%
CCc1nnc(NC(=O)Cc2ccc(Br)cc2)s1	-36%	0.2%	-1%	-38%[20 µM]	0.032	-0.28	0.3	-0.69	14%	-8%	4.5%	-1%
CN1CCN(CCCNC(=O)c2cc3c(=O)n(C)c4ccccc4c3s2)CC1	-32%	0.2%	-16%	-10%	-0.99	-0.13	-0.45	0.056	1%	1%	-4.7%	14%
CC1(C)C2CCC1(CS(=O)(=O)NCCc1c[nH]c3ccccc13)C(=O)C2 (centres undefined)	-22%	.	.	-13%	.	.	.	.	10%	1%	-0.5%	.
CCOc1ccc(C2NC(=O)c3ccccc3O2)cc1OCC (centres undefined)	-10%	-0.1%	.	-23%[20 µM]	.	.	.	.	4%	-3%	-0.9%	.
COc1ccc(CNC(=O)CCNS(=O)(=O)c2ccc(Cl)cc2)cc1	5%	0.0%	-4%	1%	0.23	-0.29	-0.22	1.3	15%	-7%	-4.5%	0%
O=C(O)CN1C(=O)/C(=C\c2cccc(OCc3ccc(F)cc3)c2)SC1=S	-9%	0.0%	.	-26%	.	.	.	.	-13%	7%	0.3%	.
CCC1CCCCN1Cc1nc2c(c(=O)n(C)c(=O)n2C)n1Cc1cccc2ccccc12 (centres undefined)	-10%	0.2%	.	25%	.	.	.	.	0%	2%	7.6%	.
CCOC(=O)C1=C(C)Nc2nc(C)nn2C1c1ccc(OC)c(OC)c1 (centres undefined)	-31%	-0.2%	6%	-22%	0.7	-0.14	1.5	-0.58	-5%	-4%	4.9%	7%
Cc1ccc(NC2c3ncccc3C(=O)N2Cc2ccc(F)cc2)cc1 (centres undefined)	14%	-0.1%	1%	-15%	-0.82	-0.23	-0.27	-0.17	15%	-12%	1.5%	4%
COc1ccccc1CCc1nnc(CCC(=O)NCCOc2cccnc2)o1	-56%	-0.1%	-7%	-29%	-0.0016	-0.25	0.31	0.26	2%	-6%	-1.7%	10%
COC(=O)CSc1nc(Cc2ccccc2)nc2ccccc12	-13%	0.1%	12%	4%[20 µM]	-1.1	-0.25	-0.62	1.3	20%	-11%	.	2%
Cc1csc(NC(=O)CSc2ccc(-c3ccccc3)nn2)n1	-36%	-0.4%	6%	5%	0.49	-0.24	-0.1	0.72	9%	6%	-3.0%	5%
CCCNC(=O)[C@H](Cc1c[nH]c2ccccc12)NC(=O)c1ccccc1Cl	-39%	0.5%	0%	25%	-0.24	-0.31	-0.42	-0.062	-13%	-6%	-2.0%	-10%
O=C(c1cccc(S(=O)(=O)N2CCCCC2)c1)N1CCOCC1	-4%	-0.3%	-13%	15%	0.86	-0.3	0.22	0.75	4%	-1%	9.5%	5%
CN(C)c1nc2c(c(N)nn2-c2ccc(Cl)cc2)c(=O)o1	.	-0.1%	-3%	-10%	-0.34	-0.11	0.52	0.14	10%	-7%	5.1%	5%
CN1CCC2(CC1)Nc1nc(SCc3ccc(Cl)cc3)nn1C1=C2CN(C)CC1	10%	-0.1%	-1%	.	-0.96	-0.13	-0.4	0.29	-6%	-5%	.	1%
CCOC(=O)C1CCN(C(=O)CN(Cc2ccccc2)S(C)(=O)=O)CC1	-22%	-0.1%	17%	14%	2.1	-0.23	0.94	-1.1	0%	-9%	-0.9%	4%
O=C(COc1ccc(Cl)cc1)N1CCN(c2ccc([N+](=O)[O-])c(N3CCCCC3)c2)CC1	-8%	0.8%	-1%	19%	-0.34	-0.21	-0.35	0.027	3%	6%	2.2%	1%
COc1ccc(F)cc1S(=O)(=O)N1CCC(C(N)=O)CC1	-38%	-0.1%	3%	-15%	-1.4	-0.25	-0.65	0.68	-6%	4%	-2.4%	5%
Clc1ccc(CSc2nncn2-c2ccccn2)cc1	-16%	-0.1%	7%	-15%	-0.43	-0.22	0.036	-0.099	0%	0%	0.2%	-2%
CC(C)C(=O)N1CCC2(CC1)Oc1ccc(F)cc1C(=O)C21CC(c2ccc(Cl)cc2)=NO1 (centres undefined)	-5%	-0.2%	-4%	19%	0.22	-0.79	0.22	-0.38	13%	9%	0.1%	2%
COc1cc(C(=O)OCC(=O)Nc2ccc3c(c2)OC(F)(F)O3)ccc1OCc1c(C)noc1C	-12%	-0.5%	-5%	-14%	2.6	-0.25	1	-1.7	12%	0%	1.1%	4%
CSc1cccc(NC(=O)c2[nH]c(C)c(C(C)=O)c2C)c1	-2%	-0.1%	.	8%	.	.	.	.	-28%	15%	0.9%	.
Cn1c(SCC(=O)NC2CCCCC2)nnc1-c1ccccc1F	-22%	-0.2%	.	-8%	.	.	.	.	9%	6%	3.6%	.
CCN1CCN(C(=S)Nc2ccc(C(C)=O)cc2)CC1	-25%	0.0%	2%	-12%	0.64	-0.18	0.68	-1.1	3%	-6%	-1.0%	3%
Cc1cccc(C(=O)Nc2ccccc2C(=O)Nc2ccc(C(=O)O)cc2)c1	-30%	-0.3%	.	-25%[20 µM]	.	.	.	.	1%	19%	.	.
COc1cc([N+](=O)[O-])c(C(=O)N2CCOCC2)c([N+](=O)[O-])c1	-40%	-0.2%	0%	-22%	0.42	-0.21	-0.15	0.35	-6%	-7%	2.3%	-3%
Cc1cc(=S)[nH]c2ccccc12	-6%	-0.1%	2%	8%	-0.078	-0.041	0.29	-0.46	20%	-4%	-5.2%	-2%
COc1ccc(-c2nn(-c3ccccc3)cc2/C=N/NC(=O)c2cccc(S(=O)(=O)Nc3ccccc3OC)c2)cc1	19%	-0.3%	7%	-13%	1.4	-0.21	0.77	-0.81	-64%	32%	3.6%	10%
O=S(=O)(Cc1cc(Sc2ccc(Cl)cc2)nc(-c2ccccc2)n1)c1ccccc1	14%	15%	3%	8%	0.61	-0.048	0.049	-0.72	6%	-1%	-1.1%	7%

Five structures already listed, ordered by heavy-atom count, ascending:
SMILES	NOD1 inhibition	GPR55 activation	P. falciparum M17LAP	KOR beta-arrestin-1	Dynein cargo inh	Dynein cargo inh cytoplasmic EGFP	Dynein cargo inh nuclear GR-EGFP	Dynein cargo inh cell count	HEK293 NOD2/NF-kB	AID2073	KOR beta-arrestin-2	P. falciparum M1AAP
COc1ccc(CNC(=O)CCNS(=O)(=O)c2ccc(Cl)cc2)cc1	5%	0.0%	-4%	1%	0.23	-0.29	-0.22	1.3	15%	-7%	-4.5%	0%
CC1(C)C2CCC1(CS(=O)(=O)NCCc1c[nH]c3ccccc13)C(=O)C2 (centres undefined)	-22%	.	.	-13%	.	.	.	.	10%	1%	-0.5%	.
COCCNC(=O)COc1ccc(N(C)S(=O)(=O)c2ccc3ccccc3c2)cc1	4%	-0.1%	.	23%	.	.	.	.	11%	2%	-2.4%	.
O=C(COc1ccc(Cl)cc1)N1CCN(c2ccc([N+](=O)[O-])c(N3CCCCC3)c2)CC1	-8%	0.8%	-1%	19%	-0.34	-0.21	-0.35	0.027	3%	6%	2.2%	1%
COc1cccc(OC)c1C(=O)NCC12CC3CC(C1)CC(CNC(=O)c1c(OC)cccc1OC)(C3)C2	-17%	0.6%	.	24%	.	.	.	.	-2%	11%	1.2%	.

A portion of the library. The share of hits here may be higher or lower than overall.
